Screening results (PubChem)
M. tuberculosis: growth inhibition of non-replicating M. tuberculosis (AID 488890); inhibition, % at 25 µM, or IC50 in µM where a hit was titrated; hit rate 0.39% among 320,000; Mycobacterium tuberculosis non-replicating, growth inhibition; higher % means a stronger effect; in the data active = a potency from the dose series; inconclusive = inhibition mostly from about 82% at the one dose, without a potency; inactive = the rest, 99 in 100 with inhibition below about 76%;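 also: plate controls were DMSO cells for no effect and high antibiotic wells for full effect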
influenza NS1A: NS1A inhibition, H1N1 influenza, cell based functional assay (AID 504329); NS1A functional cell-based assay, percent inhibition; higher % means a stronger effect; one-dose inhibition, % at 12.5 µM; IC50 in µM for titrated hits; hit rate 0.3% among 340,000; in the data active = a potency from the dose series; inconclusive = inhibition above about 27% without an active follow-up result; also: strong numbers were not always called active
H37Rv inhibition: M. tuberculosis growth inhibition, HTS (AID 449762); inhibition, % at 25 µM; hits with a dose series show IC50 in µM; hit rate 0.59% among 330,000; M. tuberculosis H37Rv growth inhibition, 7H9 media; higher % means a stronger effect; in the data active = a potency from the dose series; inconclusive = inhibition above about 70% without an active follow-up result;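 also: bacterial growth assessed after seven days of incubation; strong numbers were not always called active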
VEEV TC-83 Vero: inhibitors of VEEV TC-83 cytopathic effect, confirmation, Vero cells (AID 588727); one-dose inhibition, % at 20 µM; IC50 in µM for titrated hits; hit rate 0.13% among 350,000; Vero cells, VEEV TC-83 cytopathic effect inhibition; higher % means a stronger effect; in the data active = a potency from the dose series; inconclusive = inhibition mostly from about 14% at the one dose, without a potency; inactive = the rest, 99 in 100 with inhibition below about 12%; also: strong numbers were not always called active
Salmonella PhoP GFP: Inhibition of PhoP regulon, Salmonella typhi GFP reporter cells, confirmation, 4 h (AID 1850). inhibition, % at 50 µM; hits with a dose series show IC50 in µM. Salmonella Typhi PhoP-promoter GFP reporter, fluorescence, 4 h; higher % means a stronger effect. hit rate 0.33% among 310,000; in the data active = a potency from the dose series; inconclusive = inhibition mostly from about 25% at the one dose, without a potency; inactive = the rest, 99 in 100 with inhibition below about 19%;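 also: 0% = induced wells with vehicle and 100% = uninduced wells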
* marks the source's active call; other numbers are inactive results; i = inactive; u = inconclusive; x = not tested or not shown; & = joins results of further samples.

smiles | Salmonella PhoP GFP | influenza NS1A | H37Rv inhibition | M. tuberculosis | VEEV TC-83 Vero
COc1ccc(-c2[nH]ncc2CN(C)C(C)c2ccncn2)c(F)c1 (centres undefined) | 10.4% | -8.1% | 7.1% | 2.0% | 1.8%
COc1ccc(CC2(CO)CCN(C/C=C/c3ccccc3OC)CC2)cc1 | 4.9% | -7.8% | 50.6% | 27.6% | i
Cc1cc(-c2nc(C)c(C(=O)NNS(=O)(=O)c3cccc(C(F)(F)F)c3)s2)no1 | -3.7% | x | 2.3% | 4.5% | 0.7%
COc1cc(NC(=O)c2ccc(N)nc2)cc(C(=O)Nc2cccc(C(F)(F)F)c2)c1 | -0.6% | 3.7% | u | 23.5% | 7.7%&9.8%
COc1ccc(OC)c(/C=N/N=C2\SCC(=O)N2Cc2ccco2)c1 | -1.2% | 0.4% | 1.8% | 3.7% | i
N#CCCn1cc(/C=C2\NC(=S)N(c3ccccc3)C2=O)c(-c2ccc(-c3ccccc3)cc2)n1 | 0.3% | 3.7% | 91.2% | 5.3% | 6.6%
C/C(=N\NC(=O)c1ccc(C)cc1)C1C(=O)c2ccccc2C1=O | 6.8% | -2.7% | u | u | 0.5%
NC(N)=NS(=O)(=O)c1ccc(NC(=S)NC(=O)/C=C/c2ccc(F)cc2)cc1 | -4.4% | -13.2% | 4.6% | 39.3% | 0.2%
COc1cc(CC(=O)OCC(=O)Nc2cc(S(=O)(=O)N3CCCC3)ccc2Cl)cc(OC)c1OC | -2.5% | 7.3% | -3.3% | 26.6% | 1.6%
N#Cc1c(NC(=O)CSc2ncn[nH]2)sc2c1CCCCC2 | -14.7% | -2.5% | -3.0% | 72.5% | i
O=C(O)C(Cc1ccc(O)cc1)N1C(=O)c2c(Cl)c(Cl)c(Cl)c(Cl)c2C1=O (centres undefined) | -1.3% | 8.4% | -0.1% | -5.5% | i
CCOC(=O)c1sc(NC(=O)OC)c(C(=O)OC)c1C | -5.6% | 7.6% | 10.5% | 15.2% | 0.1%
Cc1ccc(NC(=O)CN(C)C(=O)CSc2nnc(NC(C)C)s2)cc1 | x | 8.4% | x | x | 1.1%
O=C(O)C1CC=CCC1C(=O)Nc1cccc(Cl)c1 (centres undefined) | -5.0% | -22.9% | -3.4% | -2.1% | 0.1%
CN1CCN(c2ccc(NC(=O)c3ccc(Cl)cc3)cn2)CC1 | 1.6% | -2.3% | -5.5% | -7.5% | 0.4%
COc1ccc(OC)c(-c2cc(C(=O)N3CCOCC3)no2)c1 | -19.5% | 0.3% | 9.9% | -10.7% | 1.1%
CCOC(=O)N1CCN(c2ccccc2O)CC1 | 1.3% | -11.3% | -12.4% | 30.9% | 1.0%
CN(C)C(=O)Oc1cc(OC(=O)N(C)C)cc(C(O)CNC(C)(C)C)c1 (centres undefined) | 7.2%&7.1% | -0.6%&-1.8% | 4.9%&-3.0% | -9.1%&-13.2% | 0.6%&0.1%
Cc1sc2ncnc(N3CCC(C(=O)Nc4cc(S(C)(=O)=O)ccc4Cl)CC3)c2c1C | 8.0% | -17.7% | 1.5% | 6.3% | 6.2%
COc1cc(C)ccc1OCCON1C(=O)CCC1=O | 5.1% | 10.8% | -6.5% | 5.4% | 0.7%
COc1ccc(-n2c(NC(=O)c3ccco3)c(C#N)c3nc4ccccc4nc32)cc1 | -8.8% | -2.0% | 8.2% | 11.7% | 7.4%
COc1ccccc1N(Cc1cc2cccc(C)c2[nH]c1=O)C(=O)C(C)C | 9.0% | 2.2% | 4.0% | 13.9% | 8.4%
O=C(Nc1cc2c(cc1Br)OCCO2)c1ccco1 | -6.4% | 3.0% | -6.0% | 7.5% | i
Nc1cc(=O)[nH]c(SCC(=O)Nc2cc(Cl)ccc2Cl)n1 | 4.0% | -1.8% | 8.2% | 5.0% | 3.5%
CCOC(=O)c1nnc2ccnn2c1N | -5.6% | -5.7% | 7.3% | 5.7% | 1.1%
CCN1CCN(c2ccc([N+](=O)[O-])cc2C(=O)OC)CC1 | -6.5% | x | -7.5% | -4.6% | i
CCOC(=O)COc1c(Cl)cc(C2NC(=S)NC(c3ccccc3)=C2C(C)=O)cc1OCC (centres undefined) | 10.5% | 1.3% | -5.1% | -20.3% | i
COc1cc(OC)cc(C(=O)N[C@H](C(=O)OCC(=O)NC(C)c2ccccc2)C(C)C)c1 (some centres undefined) | -3.1% | -0.6% | -7.1% | 21.9% | 1.5%
O=C(c1ccc2c(c1)OCO2)N1CCN(c2ccc(C(F)(F)F)cn2)CC1 | -1.7% | 12.4% | 4.2% | -3.4% | 0.3%
Cc1ccc(N(C)C2=NC(=O)CS2)cc1Cl | 5.5% | -2.1% | -1.4% | -8.0% | 1.1%

Continuation.
smiles | Salmonella PhoP GFP | influenza NS1A | H37Rv inhibition | M. tuberculosis | VEEV TC-83 Vero
COc1ccc(OC)c(C(c2nnnn2C2CCCC2)N2CCN(c3ccc(F)cc3)CC2)c1 (centres undefined) | -4.2% | -1.7% | 4.3% | 17.5% | 1.1%
COc1ccc(C(=O)Cc2cc3cccc(OC)c3oc2=O)cc1 | 6.7% | -0.2% | 8.9% | 7.3% | 0.5%
O=C(CN1CCc2[nH]c3ccccc3c2C1)N1CCCCC1 | 2.7% | 7.9% | 4.8% | 60.4% | 3.0%
COc1ccc(-c2nc3n(c2Br)CCC3)cc1 | 5.7% | -1.5% | -3.4% | 1.1% | 1.4%
CCOC(=O)c1sc(NC(=O)CSc2nncn2C)nc1C | 7.8% | -4.7% | -5.1% | -5.6% | 0.8%
CC(C(=O)Nc1ccccc1F)N1CCN(S(=O)(=O)c2ccc(C(F)(F)F)cc2)CC1 (centres undefined) | x | -3.9% | x | x | 1.7%
CCn1ncc(CNC(=O)CCSc2nc(-c3ccco3)cc(C(F)(F)F)n2)c1C | -4.2% | -4.4% | -11.8% | -2.6% | 4.5%
CC(=O)c1ccc(S(=O)(=O)Nc2ccc(-n3cnnn3)cc2)cc1 | x | -6.3% | 2.9% | 5.8% | 3.5%
CC(OC(=O)CNC(=O)c1ccc(Cl)c([N+](=O)[O-])c1)C(=O)NC1CCCCC1C (centres undefined) | x | -11.7% | x | x | 2.3%
Cc1ccc(S(=O)(=O)/N=C2/C=C(Sc3ncn[nH]3)C(=O)c3ccccc32)cc1 | 12.5% | 7.6% | 4.9% | u | i
O=C(C1CCCC1)N(c1ccccc1)C1C=CS(=O)(=O)C1 (centres undefined) | 11.8% | 1.4% | 4.7% | -5.3% | 0.5%
Cc1ccc(OCCC(=O)OCC(=O)NC(=O)c2ccccc2)cc1 | 4.2% | -4.9% | -1.6% | -0.2% | i
O=[N+]([O-])c1c(Nc2ccccc2O)ccc2nonc12 | 6.4% | -1.4% | 68.8% | 61.7% | 1.2%
Cc1ccc(C(=O)Nc2ccccc2Cl)cc1 | -3.3% | -4.9% | -0.1% | 69.2% | 1.4%
O=C(Nc1ccccc1)[C@@H]1CC=C[C@@H]2CCN(Cc3ccc(Cl)c(Cl)c3)C(=O)[C@@H]21 | -4.5% | -18.5% | 4.1% | 13.3% | 2.4%
COc1ccc(CCC(=O)NCc2cn3ccsc3n2)cc1 | -1.3% | -4.3% | 3.7% | -3.7% | 0.2%
[N-]=[N+]=CC(=O)CC(c1ccccc1)N1C(=O)c2ccccc2C1=O (centres undefined) | 0.2% | 4.1% | -11.8% | x | 0.1%
COC(=O)c1ccccc1Oc1ccc(NC(=O)CCCl)cc1 | 4.1% | 1.1% | -0.8% | 8.5% | 1.7%
O=C(O)c1ccc(C(=O)c2ccc3c(c2)C(=O)N(CC2CCCO2)C3=O)cc1 (centres undefined) | -3.9% | -6.7% | 3.0% | 23.0% | i
COCCn1c(SCC(=O)NNC(=O)Cc2ccccc2)nc2ccccc2c1=O | -1.3% | -6.0% | -0.9% | 10.5% | 1.5%
CCC(=O)Nc1ccc2c(c1)nc(CCN1CCCCC1)n2C | 0.6% | -13.2% | -1.9% | -12.6% | 1.0%
CCN(C(=O)COC(=O)CN1C(=O)c2ccccc2C1=O)c1ccccc1 | x | -9.0% | -0.8% | -1.7% | 2.3%
Cc1c(Cl)cccc1NC(=O)NCCCN1CCCC1=O | 1.2% | -14.4% | -6.2% | -0.7% | 3.8%
CCOC(=O)COc1c(/C=N\O)cc(Cl)cc1OC | 2.1% | -3.6% | -2.2% | 60.7% | 0.1%
CN1c2ccccc2C(=O)NC1c1ccc([N+](=O)[O-])s1 (centres undefined) | -4.1% | -2.3% | -0.6% | 45.2% | i
Cc1nc2ccccc2c(=O)n1-c1ccc(Cl)c(Cl)c1 | 2.6% | -29.0% | 7.5% | 14.6% | 3.3%
CCOC(=O)CSc1nnc(CSc2nc3ccccc3c(=O)[nH]2)n1-c1ccccc1 | 0.7% | -6.5% | -4.9% | 27.8% | 1.9%
COc1cccc(CN(C)CC(=O)Nc2cccc(C(F)(F)F)c2)c1OC | 7.0% | -8.9% | 0.0% | 20.0% | i
CCS(=O)(=O)Nc1c(C)n(C)n(-c2ccccc2)c1=O | -5.7% | -2.8% | 18.5% | -6.6% | 2.2%
O=C(NCc1cn2ccsc2n1)c1cccc(C(F)(F)F)c1 | 3.9% | 3.1% | 0.0% | -1.7% | i

Pulled by structure from the entries so far (2):
smiles | Salmonella PhoP GFP | influenza NS1A | H37Rv inhibition | M. tuberculosis | VEEV TC-83 Vero
O=C(CN1CCc2[nH]c3ccccc3c2C1)N1CCCCC1 | 2.7% | 7.9% | 4.8% | 60.4% | 3.0%
COc1ccc(-c2nc3n(c2Br)CCC3)cc1 | 5.7% | -1.5% | -3.4% | 1.1% | 1.4%

Next part:
smiles | Salmonella PhoP GFP | influenza NS1A | H37Rv inhibition | M. tuberculosis | VEEV TC-83 Vero
CCOc1ccc(CCNC(=O)CSc2cc(=O)n(C)c3ccc(Cl)cc23)cc1OCC | -4.4% | 1.9% | 0.1% | -1.9% | 1.2%
C=CCOc1ccc(Br)cc1CNCCO | 5.7% | -10.9% | 10.1% | 0.7% | 2.0%
CCS(=O)(=O)Nc1cccc(-c2ccc3nnc(C)n3n2)c1 | -6.5% | x | 4.3% | 7.8% | x
CCCCC#Cc1ccc(C(=O)NNC(=O)Nc2ccccc2)o1 | -21.0% | 9.2% | 4.2% | 26.6% | i
CCNc1nc(NCC)nc(N/N=C/c2ccc(N(C)C)cc2)n1 | 0.2% | 6.8% | -3.5% | 32.2% | 1.9%
Cc1cc(C)cc(NC(=O)CCc2nc3ccccc3[nH]2)c1 | -1.6% | 4.8% | 3.4% | -5.4% | 6.1%
CN(Cc1nccn1C)C(=O)CC1C(=O)NCCN1Cc1ccccc1C(F)(F)F (centres undefined) | -10.9% | -3.1% | -3.3% | -7.0% | i
O=C(CCCc1ccccc1)NCCc1ccccc1 | -6.8% | -0.3% | 26.1% | 60.7% | 0.3%
CC(C)NC(=O)N(C)C[C@H]1Oc2c(NC(=O)C3CCCCC3)cccc2C(=O)N([C@H](C)CO)C[C@@H]1C | x | -1.9% | -7.2% | -4.4% | 0.1%
NC(=O)c1ccc(-c2nnn(CC(=O)N(C3CCCC3)C3CCS(=O)(=O)C3)n2)cc1 (centres undefined) | x | -4.3% | -10.4% | -10.7% | 2.0%
CCOc1ccc2[nH]c(=O)c(CN(Cc3ccco3)Cc3nnnn3Cc3ccccc3)cc2c1 | 3.8% | 5.9% | -4.2% | 14.0% | 2.5%
CN1C(=O)NC2(O)C(=O)c3ccccc3C12O (centres undefined) | 3.2% | 14.1% | -6.4% | -8.0% | 0.1%
CCN1CCN(C(=O)C(C)N(c2ccc(C)cc2)S(C)(=O)=O)CC1 (centres undefined) | 11.5% | -0.8% | -2.6% | -17.5% | 0.1%
O=c1cc(CSc2nnnn2-c2ccccc2)nc2nc[nH]n12 | -5.4% | 6.7% | -12.9% | -14.8% | i
CCCn1c(SCC(=O)Nc2nc(C)cs2)nnc1-c1cccnc1 | -5.3% | -1.8% | -6.9% | -4.0% | 3.5%
CCc1nnc(NC(=O)c2ccc3ccccc3n2)s1 | 15.4% | -10.9% | u | u | 2.5%
COc1cc(C(=O)NCC(C)(C)CNC(=O)c2cc(OC)c(OC)c(OC)c2)cc(OC)c1OC | -1.4% | 0.2% | 0.2% | 13.4% | 2.2%
CCN(CC)c1ccc(NC(=O)CNCc2ccccc2Cl)c(C)c1 | 9.5% | 8.8% | 0.1% | 14.4% | i
CC(C)(S)[C@@H](N)C(=O)O | -7.8% | -5.8% | 1.6% | 7.6% | 0.3%

One compound at a time (already shown). Order of screens: Salmonella PhoP GFP, influenza NS1A, H37Rv inhibition, M. tuberculosis, VEEV TC-83 Vero
Profile of CN1C(=O)NC2(O)C(=O)c3ccccc3C12O (centres undefined) → 3.2%, 14.1%, -6.4%, -8.0%, 0.1%
Profile of CCNc1nc(NCC)nc(N/N=C/c2ccc(N(C)C)cc2)n1 → 0.2%, 6.8%, -3.5%, 32.2%, 1.9%
Profile of CCN(CC)c1ccc(NC(=O)CNCc2ccccc2Cl)c(C)c1 → 9.5%, 8.8%, 0.1%, 14.4%, i
